RGS4 block: inhibitors of human RGS4; P49798; B-score at 10 µM; HEK293 M3R/RGS4 inducible, Fluo-4 calcium flux; hits give high values; triggered by carbachol at its EC20; actives 0.45% (n = 310,000);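 active = B-score, a plate-corrected calcium signal, over three deviations above library mean, with baseline fluorescence within five deviations of library mean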;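 also: RGS4 expression induced by doxycycline in cells with stable M3 receptor; B-score is computed from the integrated fluorescence ratio over baseline after carbachol; higher B-score means a larger calcium signal and so more RGS4 inhibition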
Target sequence (P49798 whole entry, looked up): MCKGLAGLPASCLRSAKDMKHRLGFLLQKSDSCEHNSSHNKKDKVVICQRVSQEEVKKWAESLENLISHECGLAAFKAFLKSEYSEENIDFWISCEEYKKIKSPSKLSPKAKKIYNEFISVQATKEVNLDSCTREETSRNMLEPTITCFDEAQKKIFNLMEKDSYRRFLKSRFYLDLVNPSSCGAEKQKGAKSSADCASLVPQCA
TRPC4 act: opens the mouse TRPC4 cation channel | AID 2237 | HEK293 TRPC4beta/mu-opioid, Fluo4 calcium fluorescence; hits give high values | B-score at 10 µM | actives 0.49% (n = 310,000);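 active = B-score above 5 SD of library B-scores, and initial fluorescence ratio not above library mean plus 5 SD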;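 also: positive B-score marks a calcium rise read as TRPC4 activation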
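Technique: kinetic Fluo4 calcium fluorescence; Test system: TRPC4beta and mu-opioid receptor HEK293 stable cells; Measure: B-scored integrated calcium fluorescence ratio; Benchmarks: low control buffer alone, high control maximal DAMGO; Schedule: 45 min room-temperature Fluo4 loading, 110 s read.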
TRPC6 inh: blocks the mouse TRPC6 cation channel. HEK293-TRPC6, membrane potential dye, ACh-evoked depolarization; hits give low values. actives 1.1% (n = 310,000). B-score at 10 µM. Q61143. AID 2553;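 active = B-score under library mean minus 3 SD, initial fluorescence not abnormally high, positive integrated signal ratio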;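 also: B-score derived from integrated fluorescence ratio over the kinetic read; more negative B-score means stronger inhibition of depolarization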
Target sequence (Q61143 whole entry, looked up): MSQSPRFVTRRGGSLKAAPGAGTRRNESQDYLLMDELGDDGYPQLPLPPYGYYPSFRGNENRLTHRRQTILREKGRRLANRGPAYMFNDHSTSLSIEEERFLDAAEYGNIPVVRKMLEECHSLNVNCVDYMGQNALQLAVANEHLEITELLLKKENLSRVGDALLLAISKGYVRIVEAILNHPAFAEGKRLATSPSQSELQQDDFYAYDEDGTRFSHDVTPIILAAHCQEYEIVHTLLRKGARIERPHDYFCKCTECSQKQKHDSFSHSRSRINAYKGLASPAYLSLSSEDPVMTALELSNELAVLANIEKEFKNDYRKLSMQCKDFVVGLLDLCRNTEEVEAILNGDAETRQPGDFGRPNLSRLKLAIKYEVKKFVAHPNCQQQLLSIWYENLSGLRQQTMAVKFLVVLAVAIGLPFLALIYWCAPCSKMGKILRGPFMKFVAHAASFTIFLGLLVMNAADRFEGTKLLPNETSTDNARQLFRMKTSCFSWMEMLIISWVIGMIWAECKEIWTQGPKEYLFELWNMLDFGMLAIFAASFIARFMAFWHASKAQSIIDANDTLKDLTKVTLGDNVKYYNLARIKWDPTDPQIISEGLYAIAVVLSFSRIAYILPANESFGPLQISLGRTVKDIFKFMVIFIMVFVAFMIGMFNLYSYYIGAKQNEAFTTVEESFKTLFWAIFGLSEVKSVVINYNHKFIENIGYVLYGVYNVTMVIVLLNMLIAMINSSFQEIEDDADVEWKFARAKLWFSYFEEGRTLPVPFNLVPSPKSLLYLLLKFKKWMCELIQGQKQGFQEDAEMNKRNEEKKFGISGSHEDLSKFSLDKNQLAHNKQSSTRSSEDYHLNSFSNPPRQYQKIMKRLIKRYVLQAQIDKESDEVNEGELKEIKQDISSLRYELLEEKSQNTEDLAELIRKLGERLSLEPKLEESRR
ANO1 block: inhibitors of mouse TMEM16A calcium-activated chloride channel; Q8BHY3; HEK293 TMEM16A/YFP iodide influx fluorescence, ionomycin; normalized B-score (activity score, 25-100; higher = stronger inhibition) at 10 µM; actives 1.2% (n = 310,000);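 active = ratio plate-corrected score three or more library SD toward inhibition, starting fluorescence score within five deviations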;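 also: score derived from kinetic fluorescence span divided by baseline fluorescence per well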
ANO1 activ: mouse TMEM16A channel activation, primary screen; B-score at 10 µM; actives 0.3% (n = 340,000); HEK293 TMEM16A/YFP-H148Q/I152L, iodide quench fluorescence; hits give low values; AID 623877;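 active = fluorescence-ratio B-score plate-corrected deviation score at least 3 library SD below zero, with starting fluorescence score within 5 deviations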;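 also: channel opened by trigger with iodide after compound preincubation; score built on the fluorescence ratio of max minus min over baseline; more negative score means more quench and so TMEM16A activation or potentiation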
TRPC6 activator: activates the mouse TRPC6 cation channel. Q61143. HEK293-TRPC6 membrane potential dye fluorescence; hits give high values. B-score at 10 µM. actives 0.13% (n = 310,000). AID 2550;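 active = B-score of the integrated fluorescence ratio above library mean plus 3 SD, and starting fluorescence ratio within library mean plus 5 SD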;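 also: higher score means more depolarization so channel activation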
MrgX1 antagonist: human MrgX1 receptor antagonism, primary screen. Q96LB2. MRGX1-HEK293 calcium flux, Fluo-4, BAM8-22 antagonism; hits give low values. B-score at 10 µM. actives 1.3% (n = 310,000). AID 588676;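 active = calcium-response B-score plate-corrected more than 3 library SD below zero, starting fluorescence within 5 deviations, no agonist response on first addition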;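 also: peak minus trough fluorescence over baseline after final BAM8-22 challenge near maximal dose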
TRPC4 potent: TRPC4 (mouse) allosteric potentiation | AID 2227 | HEK293 TRPC4beta/mu-opioid, DAMGO EC20, Fluo-4 Ca2+ flux; hits give high values | B-score at 10 µM | actives 0.42% (n = 310,000);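 active = B-score of calcium response area above 5 SD of library B-scores, with initial fluorescence ratio within 5 SD of library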;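 also: B-score of integrated fluorescence ratio over time as area under calcium response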
TRPC4 block: blocks the mouse TRPC4 cation channel. Q9QUQ5. HEK293 TRPC4beta/mu-opioid, DAMGO-evoked Fluo4 calcium flux; hits give low values. B-score at 10 µM. actives 0.39% (n = 300,000). AID 2247;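 active = B-score over 3 SD under the library average, no early fluorescence shift, positive overall ratio signal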
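material = TRPC4beta/mu-opioid receptor HEK293 cell line | probe or stimulus = sequential submaximal and maximal DAMGO stimulation | compound dosing = one concentration per compound | measured by = Fluo4 Ca2+ flux fluorescence | evaluation = integrated fluorescence ratio relative to baseline, converted to per-well B score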
MrgX1 PAM: human MrgX1 positive allosteric modulation, primary screen; Q96LB2; MrgX1-HEK293, Fluo-4 calcium flux, FDSS; hits give high values; B-score at 10 µM; actives 0.63% (n = 310,000);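 active = plate-corrected calcium response at least 3 library SD above typical, normal starting fluorescence, not activating the receptor alone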;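 also: compound read alongside a low EC10 to EC30 dose of BAM8-22 agonist; peak minus trough fluorescence over baseline measured at the second addition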
MrgX1 agonist: human MrgX1 receptor agonism, primary screen. MrgX1-HEK293 cells, Fluo-4 calcium fluorescence, agonist mode; hits give high values. B-score at 10 µM. actives 0.44% (n = 310,000). AID 588627;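 active = calcium response B-score plate-corrected fluorescence ratio at least 3 library SD, with starting fluorescence B-score inside 5 SD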
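Material: MrgX1-expressing HEK293 cells; input: 15,000 cells per well; doses: test compound given as first of three sequential additions; schedule: overnight plating before 1 h dye loading; technique: Fluo-4 NW calcium-flux fluorescence, kinetic read; evaluation: baseline-normalised fluorescence change ratio, B-scored; control set: plate-wise positive and negative controls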
Active calls of the source: *; i = inactive; x = no result given. This is a subset; count on the stated rates, not on these rows.

SMILES	RGS4 block	TRPC4 act	TRPC6 inh	ANO1 block	ANO1 activ	TRPC6 activator	MrgX1 antagonist	TRPC4 potent	TRPC4 block	MrgX1 PAM	MrgX1 agonist
Cc1oc(-c2cccs2)nc1CSCC(=O)N1CCC2(CC1)OCCO2	i	i	i	i	i	i	i	i	i	i	i
COc1cc2c(cc1OC)CC[N+](C)=C2	i	i	i	i	i	i	i	i	i	i	i
CCN1CCN(c2ccc([N+](=O)[O-])cc2C=C2C(=O)NC(=O)NC2=O)CC1	i	i	i	i	i	i	i	15*	i	i	i
CCC1(CC)C(=O)C=CNC1=O	x	x	x	i	i	x	i	x	x	i	i
CN1CCN(c2ccc3nccnc3c2)CC1	i	i	i	i	i	i	i	i	i	i	i
CC(C)c1ccc(OCC(=O)N2CCCN(C)CC2)cc1	i	i	i	i	i	i	i	i	i	i	i
COC(=O)C(O)(c1c(C)[nH]n(-c2ccccc2)c1=O)C(F)(F)F (configuration not stated)	i	i	i	i	i	i	i	i	i	i	i
C[C@H]1CC[C@@H]2[C@@H](C)[C@H]3[C@H](C[C@H]4[C@@H]5CC=C6C[C@@H](O[C@@H]7O[C@H](CO)[C@H](O)[C@H](O[C@@H]8O[C@H](CO)[C@@H](O)[C@H](O)[C@H]8O)[C@H]7O[C@@H]7O[C@@H](C)[C@H](O)[C@@H](O)[C@H]7O)CC[C@]6(C)[C@H]5CC[C@]34C)N2C1	i	i	i	i	i	i	i	i	i	i	i
COc1ccc(C(=O)c2nc3ccccc3n2C(C)C)cc1OC	i	i	i	i	i	i	i	i	i	i	i
CCOc1cc(C(=O)N2CCC3(CC2)OCCO3)cc(OCC)c1OCC	i	i	i	i	i	i	i	i	i	i	i
O=C(CN1CCCC1=O)Nc1ccccc1	i	i	i	i	i	i	i	i	i	i	i
Cc1ccc(N2C(=O)/C(=C/c3ccc(CN(CCC#N)S(C)(=O)=O)o3)C(=O)NC2=S)cc1C	i	i	i	i	x	i	i	i	i	i	i
CCc1ccc(CN2CCCC(C(=O)c3sccc3C)C2)o1 (configuration not stated)	i	i	i	i	i	i	i	i	-8*	i	i
CCN(CC)C(=O)c1ccc(NC(=O)c2cc(-n3cnnc3)ccc2Cl)cc1	i	i	i	100*	i	i	i	i	i	i	i
N#CC1=C(N)Oc2c(c(=O)sc3ccccc23)C1c1cccnc1 (configuration not stated)	i	i	i	i	i	i	i	i	i	i	i
CN1C2CCC1C(COC(=O)c1ccccc1)C(O)C2 (configuration not stated)	i	i	i	i	i	i	i	i	i	i	i
O=c1[nH]c(=S)n(CCC2=CCCCC2)c(O)c1C=NCCCn1ccnc1	i	i	i	i	i	i	i	i	i	i	i
CN1CC=C2C(C#N)=C(N)C(C#N)(C#N)C(c3ccncc3)C2C1 (configuration not stated)	i	i	i	i	i	i	i	i	i	i	i
CC1CC(OC(=O)c2ccccc2)(c2ccccc2)C(C)CN1C (configuration not stated)	i	i	i	i	i	i	i	i	i	i	i
COC(=O)C1=C(c2cc3ccccc3s2)C[C@@H]2CC[C@H]1N2C(=O)NCc1ccc(F)cc1	i	i	i	i	i	i	i	i	i	i	i
Cc1cc(OC(=O)c2cccs2)c2c3c(c(=O)oc2c1)CCCC3	i	i	i	i	i	i	i	i	i	i	i
O=c1[nH]c(=O)n(CCc2ccccc2)c(O)c1C=NCCN1CCNCC1	i	i	i	i	i	i	i	i	i	i	i
c1ccc(CCNCc2cccnc2)cc1	i	i	i	i	i	i	i	i	i	i	i
O=C(O)c1c[nH]c2ccc(S(=O)(=O)N(CCCl)CCCl)cc12	i	i	i	i	i	i	i	i	i	i	i
Cc1c(C(=O)c2cccc3ccccc23)c2cccc3c2n1[C@H](CN1CCOCC1)CO3	i	i	i	i	i	i	i	i	i	i	i
O=[N+]([O-])c1cc([As](=O)(O)c2ccc(O)c([N+](=O)[O-])c2)ccc1O	i	i	i	i	i	i	i	i	i	i	i
O=C1/C(=C\c2ccccc2)C2OCC=C3CN4CCC56c7ccccc7N1C5C2C3CC46 (configuration not stated)	i	i	i	i	i	i	-6.6*	i	i	i	i
C=CCN1CC[C@]23c4c5ccc(O)c4O[C@H]2/C(=N/NC(=O)c2ccccc2)CC[C@@]3(O)[C@H]1C5	i	49*	i	i	i	i	i	i	i	i	i
OC(CN1CCOCC1)c1csc2ccccc12 (configuration not stated)	i	i	i	i	i	i	i	i	i	i	i
C=Cn1ccnc1P(=S)(c1ccccc1)c1nccn1C=C	i	i	i	i	i	i	i	i	i	i	i
COc1ccc(C2SCC(=O)Nc3c2c(=O)[nH]n3C2CCCCC2)cc1 (configuration not stated)	i	i	i	i	i	i	i	i	i	i	i
Cc1ccc(S(=O)(=O)NCCC(=O)Nc2ccc(Cl)cc2C(=O)c2ccccc2)cc1	i	i	i	i	i	i	i	i	i	i	i
COc1ccc(Oc2c(C)oc3cc(OC(=O)N(C)C)ccc3c2=O)cc1	i	i	i	i	i	i	i	i	i	i	i
Oc1ccccc1-[n+]1c(-c2ccccc2)cc(-c2ccccc2)c(O)c1-c1ccccc1	i	i	i	i	i	i	i	i	i	i	i
Cc1ccccc1C1=NCC(=O)N(CC(=O)NCc2ccco2)c2sc3c(c21)CCCC3	x	x	x	i	i	x	i	x	x	i	i
CCN1C(=O)C(=Cc2c(C)n(CC(=O)NCC3CCCO3)c3ccccc23)C(=O)N(CC)C1=S (configuration not stated)	i	i	i	i	i	i	i	i	i	i	i
COC(=O)C1=C(c2ccccc2)C[C@@H]2CC[C@H]1N2C(=O)NCc1ccccc1	i	i	i	i	i	i	i	i	i	i	i
CCOP(=O)(Cc1ccc(C(=O)CC)o1)OCC	i	i	i	i	i	i	i	i	i	i	i
Cc1ccsc1C(=O)C1CCCN(Cc2sc(N(C)C)nc2Cl)C1 (configuration not stated)	i	i	i	i	i	i	i	i	i	i	i
CC(=NCC1CCCO1)c1c(O)n(-c2ccccc2C)c(=O)[nH]c1=O (configuration not stated)	i	i	i	i	i	i	i	i	i	i	i
CCCCCCn1c(=O)c(C(=O)Nc2ncccc2C)c(O)c2ccccc21	i	i	i	i	i	i	i	i	i	i	i
CCCC[N+]12CCC(CC1)C(Cc1ccccc1)C2 (configuration not stated)	i	i	i	i	i	i	i	i	i	i	i
CN1CCN(c2ccc([N+](=O)[O-])c(SCCO)c2)CC1	i	i	i	i	i	i	i	i	i	i	i
O=c1oc2ccccc2c(O)c1C(c1ccc([N+](=O)[O-])cc1)c1c(O)c2ccccc2oc1=O	4.9*	i	-7.3*	x	i	i	x	i	i	x	x
CCCC12CN3CCN(CC(C3)/C1=N\NC(=O)c1ccncc1)C2	i	i	i	i	i	i	i	i	i	i	i
COc1ccc(CN2CCCCC2c2cccnc2)cc1C (configuration not stated)	i	i	i	i	i	i	i	i	i	i	i
O=c1[nH]sc2cc(F)ccc12	i	i	i	x	i	i	x	i	i	x	x
CS(=O)(=O)NNP(=O)(NNS(C)(=O)=O)NC(=O)c1ccccc1	i	i	i	i	i	i	i	i	i	i	i
CC1(C)CN2C(c3ccc(Cl)cc3)N2C1 (configuration not stated)	i	i	i	i	i	i	i	i	i	i	i
CN1C(=O)N(C)C(=O)C2(Sc3ccccc3C2=O)C1=O	x	x	x	i	i	x	i	x	x	i	i
O=C1NC(=O)N(Cc2ccccc2)C(=O)/C1=C\C=C\c1ccco1	5.5*	i	i	i	i	i	i	i	i	i	28*
O=c1c2ccccc2[nH]c(=S)n1-c1ccc2c(c1)OCO2	i	i	i	i	i	i	i	i	i	i	i
CN1C(=O)/C(=C/C=C/c2ccco2)C(=O)NC1=S	i	i	i	i	i	i	i	i	i	i	i
CC(c1ccccc1)[n+]1ccccc1 (configuration not stated)	i	i	i	i	i	i	i	i	i	i	i
CC(C)N(CCC(C(N)=O)(c1ccccc1)c1ccccn1)C(C)C (configuration not stated)	i	i	i	i	i	i	i	i	i	i	i
Cc1ccc(-n2c(O)c(C=NCc3ccco3)c(=O)[nH]c2=S)cc1C	i	i	i	i	i	i	i	i	i	i	i
COc1cc(/C=N/NC(=O)Cn2c([N+](=O)[O-])cnc2C)ccc1OC(=O)N(C)C	i	i	i	i	i	i	i	i	i	i	i
O=c1[nH]c(N2CCN(Cc3ccc4c(c3)OCO4)CC2)nc2c1CCC2	x	x	x	i	i	x	i	x	x	i	i
COc1ccccc1N1CCNCC1	i	i	i	i	i	i	i	i	i	i	i
CCCC[n+]1cc(/N=C(\[O-])OC)on1	i	i	i	i	i	i	i	i	i	i	i

The results go on.
SMILES	RGS4 block	TRPC4 act	TRPC6 inh	ANO1 block	ANO1 activ	TRPC6 activator	MrgX1 antagonist	TRPC4 potent	TRPC4 block	MrgX1 PAM	MrgX1 agonist
COc1ccc(-c2cc(=O)c3c(OC)c(OC)c(OC)cc3o2)cc1	i	i	i	i	i	i	i	i	i	i	i
O=C(COc1ccccc1)N1CCN(CC(O)COc2ccccc2)CC1 (configuration not stated)	i	i	i	i	i	i	i	i	i	i	i
COc1cc2c3c(c1OC)-c1cc(O)ccc1CC3NCC2 (configuration not stated)	i	i	i	i	i	i	i	i	i	i	i
COCCN1Cc2cc(=O)n3c([nH]c4ccccc43)c2C1=N	i	i	i	i	i	i	i	i	i	i	i
CCN1C[C@]2(C)CC[C@H](OC)[C@]34C2[C@H](OC(C)=O)[C@@]2(OCO[C@@]25C[C@H](OC)[C@H]2C[C@]3(O)C5[C@H]2OC)[C@@H]14	i	i	i	i	i	i	i	i	i	i	i

Some of the entries above in a different format:
canonical_smiles | RGS4 block | TRPC4 act | TRPC6 inh | ANO1 block | ANO1 activ | TRPC6 activator | MrgX1 antagonist | TRPC4 potent | TRPC4 block | MrgX1 PAM | MrgX1 agonist
O=C(COc1ccccc1)N1CCN(CC(O)COc2ccccc2)CC1 (configuration not stated) | i | i | i | i | i | i | i | i | i | i | i
COc1ccc(-c2cc(=O)c3c(OC)c(OC)c(OC)cc3o2)cc1 | i | i | i | i | i | i | i | i | i | i | i
COc1cc2c3c(c1OC)-c1cc(O)ccc1CC3NCC2 (configuration not stated) | i | i | i | i | i | i | i | i | i | i | i

Compound activity: PubChem, Johns Hopkins Ion Channel Center
